zfTRPN1 agonist = activates the zebrafish TRPN1 channel; hit rate 0.18% among 220,000; AID 1424; HEK293 zebrafish TRPN1-YFP, Fluo-8 calcium fluorescence; 100% = response to 87 µM carbachol; activation, % at 3 µM;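 active = activation above its plate's cutoff, the mean activation of test wells on that plate plus 3 SD, cut at about 19% in these data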;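 note: 0% = DMSO alone and 100% = 87 µM carbachol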
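Material: zebrafish TRPN1-YFP in HEK293 cells; Doses: single test compound dose, 3 µM nominal, 0.3% DMSO; Timing: dye loading 1 h at 37 °C, then 30 min room temperature; Technique: intracellular calcium fluorescence with Fluo-8; Benchmarks: high carbachol 87 µM, low DMSO alone.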
CHOP inh = inhibitors of CHOP induction in ER stress response | CHO-K1 CHOP-promoter luciferase, tunicamycin-induced, 15-18 h | inhibition, % at 10 µM | hit rate 3.8% among 220,000 | AID 2732;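 active = compounds that reduced the stress-induced luciferase reporter signal by more than about 70% of percent inhibition, limit read from the data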;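 note: 0% = tunicamycin plus vehicle and 100% = wells without tunicamycin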
NPY2 pot ag = potentiators or agonists of human neuropeptide Y receptor Y2; P49146; cells expressing NPY-Y2, potentiator/agonist read-out; AID 1359; activation, % at 3.6 µM; hit rate 0.45% among 220,000; in the data active = activation above about 27%;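 note: cells stimulated with NPY near EC25 plus isoproterenol at EC100; 0% = vehicle plus submaximal agonist and 100% = vehicle plus saturating agonist; some results beyond the cut were filed as inactive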
EP2 modulator = EP2 receptor (human) modulation. hit rate 0.83% among 260,000. induction, % at 25 µM. EP2-expressing cells, cAMP HTRF FRET, PGE2 co-stimulation. P43116;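 active = compounds whose cAMP rise, as percent of the full-agonist control response, exceeds 60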;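 note: rat C6 glioma line stably carrying human EP2 under a CMV promoter; the protocol text gives 20 µM as final concentration; 100% = response of wells given 1 µM PGE2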
Target sequence (P43116 whole entry, looked up): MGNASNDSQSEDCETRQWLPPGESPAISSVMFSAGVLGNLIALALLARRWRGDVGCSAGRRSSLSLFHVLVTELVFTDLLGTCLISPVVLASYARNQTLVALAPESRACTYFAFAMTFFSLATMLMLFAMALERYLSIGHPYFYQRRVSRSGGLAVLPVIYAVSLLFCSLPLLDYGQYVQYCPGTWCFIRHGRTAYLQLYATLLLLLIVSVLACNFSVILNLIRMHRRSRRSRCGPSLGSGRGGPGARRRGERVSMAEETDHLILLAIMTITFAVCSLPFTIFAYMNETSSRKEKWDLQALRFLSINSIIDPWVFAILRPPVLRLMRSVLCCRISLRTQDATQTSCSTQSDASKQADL
NPY Y1 blocker = antagonists of human neuropeptide Y receptor Y1 | P25929 | HEK293-CNG Y1 cells, membrane potential fluorescence; NPY at EC95, then isoproterenol | inhibition, % at 3.6 µM | hit rate 1% among 200,000 | AID 1040;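 active = inhibition above the campaign mean inhibition of all tested compounds plus 3 SD, cut at about 20% in these data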;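 note: 0% = DMSO wells given NPY plus isoproterenol and 100% = isoproterenol alone without NPY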
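Benchmarks – high control isoproterenol alone, low control NPY with isoproterenol · Material – HEK293 Y1/CNG channel cell line · Times – dye 3 h, compound 60 min room temperature, stimulation 45 min · Probe or stimulus – NPY (25 nM), isoproterenol (1 µM), Ro 20-1724 (25 µM) · Evaluation – % inhibition of NPY effect · Signal – fluorescence, membrane potential probe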
TRPML3 agonist = activates the human TRPML3 channel; Q8TDD5; HEK293 TRPML3-YFP, Fluo-8 calcium fluorescence; 100% = the carbachol control signal; activation, % at 3 µM; hit rate 0.29% among 220,000;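 active = activation above its plate's cutoff, the mean activation of the plate's test wells plus 3 SD, cut at about 12% in these data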;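 note: 0% = DMSO only wells and 100% = carbachol wells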
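Test system: HEK293 cells stably carrying human TRPML3-YFP; Doses: single dose, 3 µM final nominal compound, 0.3% DMSO final; Schedule: dye loading 1 h 37 °C then 30 min ambient, 125 s read; Technique: Fluo-8 calcium fluorescence; Benchmarks: high control carbachol 87 µM, low control DMSO.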
NPY1 pot ag = potentiates or activates human NPY-Y1 receptor. AID 1304. hit rate 0.37% among 220,000. NPY-Y1 expressing cells, potentiator/agonist activation. activation, % at 3.6 µM; in the data active = activation above about 33%, passing the limit was not always enough;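 note: cells stimulated with NPY at EC10 then isoproterenol at EC100; 0% = low agonist plus stimulus and 100% = saturating agonist plus stimulus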
S1P4 ag = activates the human S1P4 receptor | O95977 | S1P4-expressing cell line, agonist reporter assay | activation, % at 4.98 µM | hit rate 0.35% among 220,000 | AID 1509; in the data active = activation above about 11%;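 note: 0% = DMSO vehicle and 100% = reference agonist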
Target sequence (O95977 whole entry, looked up): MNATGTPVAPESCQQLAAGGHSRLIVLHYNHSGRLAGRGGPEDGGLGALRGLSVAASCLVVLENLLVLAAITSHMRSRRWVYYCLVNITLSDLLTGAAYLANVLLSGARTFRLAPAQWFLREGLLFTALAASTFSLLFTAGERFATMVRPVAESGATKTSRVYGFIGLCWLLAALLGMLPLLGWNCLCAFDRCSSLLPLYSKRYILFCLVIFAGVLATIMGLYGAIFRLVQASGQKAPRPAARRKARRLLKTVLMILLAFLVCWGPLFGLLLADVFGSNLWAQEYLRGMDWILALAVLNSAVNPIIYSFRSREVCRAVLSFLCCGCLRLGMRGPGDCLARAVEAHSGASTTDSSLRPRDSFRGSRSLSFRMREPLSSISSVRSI
S1P4 antag = antagonists of human S1P4 receptor. S1P4-expressing cells, antagonist mode, reporter read-out. O95977. hit rate 0.26% among 220,000. inhibition, % at 4.98 µM; in the data active = inhibition above about 29%;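 note: 0% = wells stimulated with agonist and 100% = vehicle wells without agonist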
* hit, by the source's call; . = no result given; & = joins results of further samples.

SMILES	zfTRPN1 agonist	CHOP inh	NPY2 pot ag	EP2 modulator	NPY Y1 blocker	TRPML3 agonist	NPY1 pot ag	S1P4 ag	S1P4 antag
CN(C)S(=O)(=O)Nc1ccc(Oc2ccccc2)cc1	-0.5	26.5	-8.6	10.6	-0.3	-0.5	3.6	0.0	-5.9
COc1ccc(-c2csc(NC(=S)NC(=O)/C=C/c3ccco3)n2)cc1Br	-0.2	29.6	-1.1	-8.6	.	0.6	-19.2	0.3	6.3
CN(CCc1ccccn1)Cc1ccc(Cl)cc1	0.3	-11.9	2.7	11.5	4.5	1.0	12.1	1.4	1.9
Cc1c(NC(=O)CN2c3ccccc3CC2C)c(=O)n(-c2ccccc2)n1C (configuration not stated)	-0.2	16.6	2.6	18.9	-0.1	0.7	5.4	0.5	-17.2
COc1ccc(C(=O)C[n+]2cccc(C)c2)cc1	0.9	22.2	-0.7	-16.4	2.9	1.1	-1.3	-0.2	-12.0
Cc1ccc(-n2c(SCC(=O)N3CCCC3)nc3c(c2=O)SCC3)cc1	0.7	50.4	-2.0	11.6	3.5	0.3	6.8	-0.2	-17.7
Cc1ccc(N/N=C2\CCS(=O)(=O)c3sccc32)cc1	-0.6	27.4	-0.1	-45.2	-3.0	0.2	14.8	-0.9	-4.8
CCCCn1nc2cc(C(=O)NCc3cc(C(F)(F)F)cc(C(F)(F)F)c3)ccc2c1OCC	0.2	51.7	-0.6	32.5	4.3	-0.2	2.3	-1.6	-16.4
O=S1(=O)CCC(NC(=S)Nc2ccc(Cl)cc2)C1 (configuration not stated)	2.2	-1.0	9.8	4.4	-4.5	0.8	10.7	5.4	-8.0
Cc1cc(C)cc(NC(=S)NC2CC3CCCC(C2)N3CC(C)C)c1 (configuration not stated)	0.0	1.0	-17.0	-28.7	0.8	-0.1	5.8	-0.2	12.0

Exported field by field: entries from further up.
Cc1c(NC(=O)CN2c3ccccc3CC2C)c(=O)n(-c2ccccc2)n1C (configuration not stated)
  zfTRPN1 agonist: -0.2 | CHOP inh: 16.6 | NPY2 pot ag: 2.6 | EP2 modulator: 18.9 | NPY Y1 blocker: -0.1 | TRPML3 agonist: 0.7 | NPY1 pot ag: 5.4 | S1P4 ag: 0.5 | S1P4 antag: -17.2
COc1ccc(C(=O)C[n+]2cccc(C)c2)cc1
  zfTRPN1 agonist: 0.9 | CHOP inh: 22.2 | NPY2 pot ag: -0.7 | EP2 modulator: -16.4 | NPY Y1 blocker: 2.9 | TRPML3 agonist: 1.1 | NPY1 pot ag: -1.3 | S1P4 ag: -0.2 | S1P4 antag: -12.0
Cc1ccc(-n2c(SCC(=O)N3CCCC3)nc3c(c2=O)SCC3)cc1
  zfTRPN1 agonist: 0.7 | CHOP inh: 50.4 | NPY2 pot ag: -2.0 | EP2 modulator: 11.6 | NPY Y1 blocker: 3.5 | TRPML3 agonist: 0.3 | NPY1 pot ag: 6.8 | S1P4 ag: -0.2 | S1P4 antag: -17.7

Next part
SMILES	zfTRPN1 agonist	CHOP inh	NPY2 pot ag	EP2 modulator	NPY Y1 blocker	TRPML3 agonist	NPY1 pot ag	S1P4 ag	S1P4 antag
CC(C)(C)n1nnnc1C(c1ccc(Cl)cc1)N1CCSCC1 (configuration not stated)	-1.2	20.7	4.4	-4.3&53.4	10.1	-0.6	2.6	0.4	-12.1
Cn1c(SCC(=O)NCc2cccs2)nnc1-c1ccc(O)cc1	0.8	7.0	-20.9	13.1	-0.9	-0.6	7.0	-0.6	-12.4
CC(/C=N/n1c(-c2ccc(C)cc2)n[nH]c1=S)=C\c1ccco1	-1.5	48.7	-5.6	17.8	-0.7	-0.2	10.2	1.3	-2.6
O=C(COc1cccc(-n2cnnn2)c1)NCCC1=CCCCC1	-0.3	39.0	-17.4	-4.3	-3.1	0.0	-6.5	0.0	-3.2
COc1cc(-c2nc(C)c(C(C)=O)n2O)ccc1OCC(=O)Nc1ccc(Cl)cc1	0.2	9.2	3.8	-4.4	2.2	1.1	14.9	0.0	-3.9
CCCCn1c(=O)c(CCC(=O)OCC(=O)NC(=O)NCCC(C)C)nc2ccccc21	2.4	47.7	7.5	44.0	1.6	0.3	2.8	1.4	-10.5
Cc1ccc2nc(-c3ccc(SCC(=O)Nc4ccc5c(c4)OCCO5)nc3)[nH]c2c1	-0.5	-22.4	0.6	-26.7	10.5	-0.9	-25.7	2.8	0.3
CCN(C1CCCCC1)S(=O)(=O)c1ccc(S(=O)(=O)NCCc2ccncc2)cc1	-0.3	45.5	-2.8	-11.4	0.9	0.7	14.7	-0.3	-19.6
C/C(=N\NC(=O)c1cc(C)oc1C)c1ccc2c(c1)OCO2	0.9	-11.0	-22.8	-34.5	2.4	0.0	3.5	1.2	3.0
COc1cccc(CC(=O)NCC2(N3CCCCC3)CCCCC2)c1	0.2	5.4	-14.5	11.1	4.1	1.7	-4.9	0.9	3.1

Single entries from the entries so far:
For S1P4 antag, CC(C)(C)n1nnnc1C(c1ccc(Cl)cc1)N1CCSCC1 (configuration not stated) shows -12.1
For S1P4 antag, CCCCn1c(=O)c(CCC(=O)OCC(=O)NC(=O)NCCC(C)C)nc2ccccc21 shows -10.5

(list continues)
SMILES	zfTRPN1 agonist	CHOP inh	NPY2 pot ag	EP2 modulator	NPY Y1 blocker	TRPML3 agonist	NPY1 pot ag	S1P4 ag	S1P4 antag
Cc1ccc(C(=O)Nc2c3c(nn2C(C)(C)C)CS(=O)(=O)C3)cc1C	1.3	25.2	11.5	13.6	-1.2	0.6	17.5	0.4	14.6
Nn1c(SCc2nc3ccccn3c2Br)nnc1-c1cccnc1	1.0	2.2	6.9	-1.9	-0.4	1.5	7.0	-0.4	-9.9
COc1ccc(Nc2ncnc3sc(-c4ccccc4)cc23)cc1	-1.0	49.9	0.1	-29.7	12.7	0.1	-10.2	-2.8	6.3
CC(=O)NC1(c2ccccc2)CCN(c2nc(C)cc(C)n2)CC1	2.6	-19.3	-10.2	37.6&4.0	14.9	1.2	-19.8	0.0	-45.6
Cc1ccc(C(=O)N2c3ccccc3NC(=O)C2C)cc1 (configuration not stated)	-0.3	-6.0	0.9	6.5	-4.8	0.1	0.2	2.5	-5.5
O=C(C1CCN(S(=O)(=O)N2CCC3(CC2)OCCO3)CC1)N1CCC(Cc2ccccc2)CC1	4.5	18.3	-10.1	-42.2	-2.5	0.7	4.7	1.4	-27.8
Cn1c(COc2ccccc2)nnc1SCC(=O)NNC(=O)C1CCCCC1	-0.3	-10.4	5.0	21.6	3.2	0.1	5.1	1.9	-11.3
C=CCn1c(COc2cccc3ccc(C)nc23)nnc1SCC(=O)OC	0.4	2.0	6.6	8.8	-2.7	-0.1	-18.9	-3.2	-12.3
COc1ccccc1CN(CC(=O)NCC1CCCO1)C(=O)CNS(=O)(=O)c1ccc(C)cc1 (configuration not stated)	0.4	4.5	9.6	11.4	-5.1	0.1	-19.8	-2.0	8.4
Cc1onc(-c2c(Cl)cccc2Cl)c1-c1nc2cc(Cl)ccc2c(=O)o1	1.3	29.5	-15.3	32.7	.	1.1	-5.4	1.1	3.0
Cc1cc(C)n2cc(CSc3nc4cc(Cl)ccc4o3)nc2n1	-0.9	29.5	5.2	-27.7	16.1	-0.5	-18.5	0.0	-2.3
O=C(CSCc1nc2ccccc2[nH]1)N1CCN(c2ccc(F)cc2)CC1	7.7	61.9	12.7	5.7	-6.3	1.8	-3.9	0.8	3.8
CC(C)N1CCN(Cc2ccsc2)CC1CCO (configuration not stated)	1.3	-11.2	-12.8	26.7	2.1	1.2	-0.3	1.4	7.8
COc1ccc(CCN2C(=O)CC(NNC(=O)c3ccccc3Br)C2=O)cc1 (configuration not stated)	-0.7	1.4	-1.6	11.1	-1.3	-0.1	-14.9	0.0	-11.8
Cc1ccc(Sc2cnn(-c3ccccc3)c(=O)c2Cl)cc1	-1.8	63.9	-7.4	18.6	2.2	-1.9	10.6	0.7	5.5
CC(=O)c1ccc(Sc2nnnn2-c2ccccc2)c([N+](=O)[O-])c1	-2.7	-16.8	-5.2	17.5	7.2	-1.4	-10.1	0.7	-11.4
COc1cc(C2c3c(-c4ccccc4)n[nH]c3C(=O)N2c2ccccc2)ccc1O (configuration not stated)	0.9	4.5	-0.1	10.9	-1.5	0.4	11.9	-2.3	14.3
CNc1nc(Oc2ccc(=O)n(C)n2)nc(N2CCOCC2)n1	1.4	23.3	-0.4	3.1	-0.7	0.9	-1.3	-0.7	-0.4
O=C(c1cccc(F)c1)N1CCN(c2cccc(C(F)(F)F)c2)CC1	0.0	48.4	6.1	-7.0	-3.4	-0.1	-5.3	-0.6	-4.8
CCOc1ccccc1NC(=S)N1C2CCC1CC(NC(=O)NC13CC4CC(CC(C4)C1)C3)C2 (configuration not stated)	0.3	5.5	-6.4	-19.4	-2.7	5.8	-14.4	-0.9	20.2
CCN(C(=O)CCc1nc(-c2ccccc2F)no1)c1cc(OC)ccc1OC	-0.7	31.1	-1.5	-0.3	2.1	-1.0	-4.9	0.9	4.1
CCOc1ccc(CN(C(=O)c2cc3ccccc3oc2=O)C2CC2)cc1	0.4	1.6	12.4	-13.1	5.4	0.1	14.2	1.6	-16.1
CC1(C)CC(=O)C(CC(=O)Nc2cc(C(F)(F)F)ccc2Cl)C(=O)C1	0.5	-1.6	-14.8	19.8	13.5	0.9	-6.8	0.7	-5.8
CC(/C=C/c1ccc2c(c1)OCO2)=N/NC(=O)CNc1ccc(C)cc1	1.1	.	-17.8	.	0.6	0.1	-2.9	-1.1	-2.1
O=C(CN1C(=O)COc2ccccc21)c1cccc(Cl)c1	-0.6	45.3	-0.3	38.1	0.4	-0.5	-17.9	-1.5	-10.1
COC(=O)c1cc2sc(Cl)cc2n1CC(=O)NCCC(C)C	-0.5	43.6	0.3	0.3	15.6	0.8	-15.9	1.8	2.8
CC(C)(CO)NS(=O)(=O)c1ccc2c(c1)oc(=O)c1cc(S(=O)(=O)NC(C)(C)CO)ccc12	1.4	-17.7	11.9	5.2	2.8	0.1	-17.0	-2.6	2.8
COC(=O)C1=C(C)OC(N)=C(C#N)C1c1ccc(OC)c(CSc2ccccn2)c1 (configuration not stated)	0.4	19.5	-5.8	34.4	-2.1	-0.9	9.9	0.1	-7.2

High-throughput results: PubChem BioAssay, several laboratories
